# Bioassay records deposited in PubChem by School of Medicine, Boston University.
# PL biosyn Enam: animal cell phospholipid biosynthesis inhibition, Enamine screen | ZR-82 CHO cells, pyrene fatty acid UV survival, CellTiter Blue; peroxisome-deficient CHO-K1 mutant line; plus DGAT-1, DGAT-2 and ACAT inhibitors | calls only at 10 µM | actives 0.4% (n = 20,000) | AID 1347385;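 active means cell survival signal 2 SD away from solvent-only control wells, confirmed on one or two retests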;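 further: 3 h compound exposure then viability read about one day after UV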
# Calls only; i = inactive.
smiles,PL biosyn Enam
CN1Cc2cc([N+](=O)[O-])ccc2SCC1=O,i
O=C(NCC12CC3CC(CC(C3)C1)C2)C1CCCC1,i
CC(C)CCNC(=O)CN1C(=O)NC2(CCCCC2)C1=O,i
CC(C)CN(CC(C)C)Cn1[nH]c(-c2cccs2)nc1=S,i
CC1c2cccn2CCN1S(=O)(=O)c1ccc(Cl)cc1 (stereo not given),i
Nc1cccc2c([N+](=O)[O-])cccc12,i
Cc1ccc(C)n1-n1c(C)nc2sc3c(c2c1=O)CCC(C)C3 (stereo not given),i
O=S(=O)(c1ccc(OC(F)(F)F)cc1)N1CCN(S(=O)(=O)c2cccc(F)c2)CC1,i
Brc1cc2c(c(CSc3nnc4ccccn34)c1)OC(c1ccccc1)OC2 (stereo not given),i
CCOc1ccc(Br)cc1S(=O)(=O)N1CCN=C1C,i
CSC(N)=Nc1ccccc1,i
CCn1c2ccccc2c2n[nH]c(=S)nc21,i
Nc1nc2cc(C(F)(F)F)ccc2n1Cc1ccco1,i
Nc1ncnc(N/N=C/c2ccc3ncccc3c2)c1[N+](=O)[O-],i
COCCCN=C(c1ccco1)n1c(=S)nc(-c2ccco2)n(CCCOC)c1=S,i
Cc1cc(C)nc(Sc2ncnc(N)c2[N+](=O)[O-])n1,i

# Given as labelled records: entries from further up.
Structure: CCOc1ccc(Br)cc1S(=O)(=O)N1CCN=C1C
  PL biosyn Enam: i
Structure: CSC(N)=Nc1ccccc1
  PL biosyn Enam: i
Structure: Nc1nc2cc(C(F)(F)F)ccc2n1Cc1ccco1
  PL biosyn Enam: i
Structure: CCn1c2ccccc2c2n[nH]c(=S)nc21
  PL biosyn Enam: i

# Next part:
smiles,PL biosyn Enam
CC(=O)CC(=O)N1CCOCC1,i
Nc1ncnc(N(CCO)CCO)c1[N+](=O)[O-],i
S=C(NC12CC3CC(CC(C3)C1)C2)N1CCCCC1,i
COCCCn1c(=S)[nH]c2sc3c(c2c1=O)CCCS3,i
CCn1c(SCC(=O)c2cc(C)n(CCC3=CCCCC3)c2C)nnc1C1CC1,i
CN(C)c1ccc(/C=C2\CCCC3=C2NC(=S)NC3c2ccc(N(C)C)cc2)cc1 (stereo not given),i
Cc1cc(C(=O)Cn2cc(S(=O)(=O)N3CCCC3)ccc2=O)c(C)n1Cc1ccco1,i
O=C(Cc1ccc(S(=O)(=O)N2CCOCC2)s1)Nc1nc2c(s1)CCCC2,i
Cc1nc(SCC(=O)N2CCOCC2)c2c3c(sc2n1)CCC3,i
CC(=O)Nc1sc(C)c(C)c1C(=O)OCC(=O)NCCN1C(=O)CSC1=O,i
Oc1ccc(-c2n[nH]c(C(F)(F)F)c2-c2cscn2)c(O)c1,i
C=CC[n+]1ccn(-c2nc3ccccc3nc2[N-]S(=O)(=O)c2cc(F)ccc2F)c1,i
CSc1ccccc1NS(=O)(=O)c1ccccc1F,i
C=CCn1c(SCC(=O)NC(=O)c2cccn2C)nnc1C1CCCCC1,i
Cc1nc(-c2cccs2)sc1C(=O)OCc1cc(=O)n2c(C)csc2n1,i
Cc1ccc(S(=O)(=O)c2nc(-c3ccc(Cl)cc3)oc2N2CC3(C)CC2CC(C)(C)C3)cc1 (stereo not given),i
O=C(Cn1cc([N+](=O)[O-])ccc1=O)NC1CCCCC1,i
O=C(COC(=O)C1CCN(/C=C/C(=O)C(F)(F)F)CC1)NC12CC3CC(CC(C3)C1)C2,i
Cn1c(N)c(C(=O)CSc2nn(-c3ccc(F)cc3)c(=S)s2)c(=O)n(C)c1=O,i
O=S1(=O)CCC(N=Cc2c(F)cccc2Cl)C1 (stereo not given),i
O=c1c(Cl)c(N2CCN(Cc3ccc4c(c3)OCO4)CC2)cnn1-c1ccc(C(F)(F)F)cn1,i
Cc1cccn2c(=O)c3cc(C(=O)NC4CCCC4)sc3nc12,i
CC(NC(=O)CNCc1ccco1)C1CC2CCC1C2 (stereo not given),i
O=C(CN1CCCC1c1cccs1)NC(=O)NC1CCCCC1 (stereo not given),i

# 2 of these compounds, reformatted:
Structure: O=c1c(Cl)c(N2CCN(Cc3ccc4c(c3)OCO4)CC2)cnn1-c1ccc(C(F)(F)F)cn1
  PL biosyn Enam = i
Structure: CC(NC(=O)CNCc1ccco1)C1CC2CCC1C2 (stereo not given)
  PL biosyn Enam = i

# Later entries
smiles,PL biosyn Enam
CS(=O)(=O)N(c1ccc(Cl)cc1)S(=O)(=O)c1ccc(Cl)c([N+](=O)[O-])c1,i
O=[N+]([O-])c1ccc(/C=N/N(c2ccccc2)c2ccccc2)o1,i
Cc1cnc(C(=O)Nc2nc3ccccc3[nH]2)cn1,i
NC(N)=NC(N)=Nc1cccc2ccccc12,i
CC1CN(C(=O)COC(=O)c2nccnc2N)CC(C)O1 (stereo not given),i
CCOC(=O)c1c(N)sc2c1CCC(C)C2 (stereo not given),i
NS(=O)(=O)c1ccc2c(c1)SC1=NS(=O)(=O)CCN12,i
O=C(CSc1nnc(NC2CCCCC2)s1)NCC(F)(F)F,i
Cc1ccc(C(C)(C)C)cc1S(=O)(=O)Nc1nc2ccccc2nc1Sc1nnc2cc(C)c3ccccc3n12,i
Cc1noc(C)c1/C=N/N=C1/C(=O)Nc2ccccc21,i
NC(=O)c1ccsc1NC(=O)CN1C(=O)NC2(CCCCC2)C1=O,i
Cc1nnc(SCC(=O)c2c(N)n(C)c(=O)n(C)c2=O)[nH]c1=O,i
Oc1[nH]c2ccccc2c1N=NC(=S)NCC1CCCO1 (stereo not given),i
CC1Sc2nnc(-c3ccc(Cl)cc3)n2N=C1c1ccc(Cl)cc1 (stereo not given),i
Cc1ccc2nc(COC(=O)c3ccc(C)s3)cc(=O)n2c1,i
CC(C)Cn1c(CCC(N)=O)n[nH]c1=S,i
O=[N+]([O-])c1cc(S(=O)(=O)C(F)(F)F)ccc1Oc1ccc2oc3c(c2c1)CCCC3,i
Clc1ccc(CSc2nnc(-c3ccc4c(c3)OCO4)o2)cc1Cl,i
Cc1noc2nc(C(F)(F)F)cc(C(F)(F)F)c12,i
Cc1ccc(C(=O)O)n1C,i
C=CCn1c(=S)[nH]c2ccc(Cl)cc2c1=O,i
CN(c1ccccc1)S(=O)(=O)c1cccc(NS(=O)(=O)c2ccc3c(c2)OCCO3)c1,i
Cc1ncc([N+](=O)[O-])n1CCOC(=O)NC(N1CCCCC1)C(Cl)(Cl)Cl (stereo not given),i
Cc1ccc(-c2csc(NC(=O)CN3C(=O)NC(C)(C4CC4)C3=O)n2)s1 (stereo not given),i
O=S(=O)(c1ccc(Cl)c(C(F)(F)F)c1)N1c2cccc3cccc(c23)S1(=O)=O,i
Cc1cc(C)nc(NNC2=CC(=[N+]3CCCCC3)CC(C)(C)C2)n1,i
Fc1ccc(-c2csc3ncnc(Sc4nnnn4C4CC4)c23)cc1,i
NC1(C(Cl)(Cl)Cl)Oc2ccccc2O1,i
FC(F)(F)C(=NC1(C(Cl)(Cl)Cl)Oc2ccccc2O1)Nc1ccccn1,i
O=C(N=Nc1c(O)[nH]c2ccc(Br)cc12)c1nc2ccccc2c(=O)[nH]1,i
CC(C)(C)OC(=O)NNC(=O)/C=C/c1ccco1,i
O=[N+]([O-])c1ccc2sc(/C=C/c3ccc(C(F)(F)F)cc3)nc2c1,i
CN(C)C(=O)Cn1cnc2sc3c(c2c1=O)CCCC3,i
O=P(c1ccccc1)(c1ccccc1)C(O)c1ccccn1 (stereo not given),i
COc1ccc(S(=O)(=O)N(C)C2CCS(=O)(=O)C2)cc1 (stereo not given),i
O=S1(=O)CCN2C(c3ccc(Cl)cc3)=CSC2=N1,i
Fc1ccccc1-n1cn[nH]c1=S,i
O=C1CSC2=NC3=C(CCC/C3=C\c3ccc(OC(F)F)cc3)C(c3ccc(OC(F)F)cc3)N12 (stereo not given),i
CCCCN(C(=O)CSc1ncnc2sc3c(c12)CCC3)C1CCS(=O)(=O)C1 (stereo not given),i
c1nc(Sc2nnnn2C2CC2)c2ccsc2n1,i
CC[n+]1c(C)n(-c2ccccc2)c2ccc3ccccc3c21,i
CN(CC1COc2ccccc2O1)c1ccc(S(C)(=O)=O)cc1S(C)(=O)=O (stereo not given),i
C/C(=N\OCC(=O)NC(C)C)c1cccs1,i
CN(CC(=O)NCc1ccco1)C(=O)CSc1nc(N)nc(N)n1,i
c1cc2c(cc1-c1csc(Cc3nnc4n3CCCCC4)n1)CCC2,i
CC1(C)CC2=NN(c3ccccc3)P(=Nc3ccc([N+](=O)[O-])cc3)(N3CCOCC3)C2=C(N2CCOCC2)C1 (stereo not given),i
Cn1/c(=N/N=C2\CCCCC2=O)sc2ccccc21,i
Cn1cnnc1SCC(=O)N1N=C2/C(=C/c3cccs3)CCCC2C1c1cccs1 (stereo not given),i
CCOC(=O)c1sc(N)c(C(=O)OCC)c1C,i
O=S(=O)(CCN1CCOCC1)OCC(F)(F)C(F)F,i
CCC1(C)NC(=O)N(CC(=O)c2cc(C)n(C3CC3)c2C)C1=O (stereo not given),i
CNC(=O)NC(=O)C(C)Sc1ncnc2sccc12 (stereo not given),i
CNc1nnc(SCC(=O)c2cc(C)n(C3CC3)c2C)s1,i
C=CCn1c(CSc2nc3ccccc3s2)n[nH]c1=S,i
Cn1c(=O)c2c(ncn2CC(=O)OC2CCCCC2=O)n(C)c1=O (stereo not given),i
c1cnc(Oc2ccc(-c3nnco3)cc2)cn1,i

# (next part)
smiles,PL biosyn Enam
Cc1ccc(OCc2cc(C)on2)c([N+](=O)[O-])n1,i
Cc1cc(C(C)(C)C)cc(C)c1CSc1nc(=S)c2ccccc2[nH]1,i
COC(=O)Nc1ccc(SC(F)(F)C(F)(F)OC(F)(F)F)cc1,i
C/C(=N\N=C(N)N)c1ccc(-n2ccnc2)cc1,i
O=C(CSc1nnc(SCC(=O)NC2CCCCCC2)s1)NC1CCCCCC1,i
S=c1n(/N=C/c2ccc(Cl)cc2)cnn1Cc1ccccc1Cl,i
O=[N+]([O-])c1ccc(-c2csc(=Nc3ccccc3)n2-c2ccccc2)cc1,i
Cc1ccc2nc(CSc3nnc(C)c(=O)[nH]3)cc(=O)n2c1,i
COc1cc(COCC(O)CN2CCN(Cc3ccc4c(c3)OCO4)CC2)cc(OC)c1OC (stereo not given),i
CC1=C(C(=O)OCC(C)C)C(c2ccsc2)NC(=O)N1 (stereo not given),i
COc1ccc(C2=C(C)SC3=NS(=O)(=O)CCN32)cc1,i
O=[N+]([O-])c1cc(C(F)(F)F)c(Cl)cc1NC1C=CS(=O)(=O)C1 (stereo not given),i
COC(=O)c1ccc(Cc2ccc(C(=O)OC)o2)o1,i
CCOC(=O)c1c(C)[nH]c(C(=O)COC(=O)C23CC4CC(CC(NC(C)=O)(C4)C2)C3)c1C,i
CC1(C)CC2CC(C)(CN2C(=S)NC(=O)c2cccs2)C1 (stereo not given),i
Cc1c2c(nc3ccccc13)-c1ccccc1OC2,i
FC(F)(F)C(=NCc1ccco1)NC1(C(Cl)(Cl)Cl)Oc2ccccc2O1,i
N=C(N)SCCCCC(=O)O,i
NC1=NC(c2cccc(O)c2)n2c(nc3ccccc32)N1 (stereo not given),i
O=[N+]([O-])c1ccc2c(c1)CCCN2,i
C1CCc2c(sc3nc(N4CCOCC4)nc(N4CCOCC4)c23)C1,i
NC1=NC(c2ccc(Br)s2)n2c(nc3ccccc32)N1 (stereo not given),i
Cn1nc(C(=O)Nc2ccc3c(c2)OC2(CCCC2)O3)ccc1=O,i
CCCCCCc1nc(SCC(=O)Nc2cc(C)on2)c2c(=O)n(C)c(=O)n(CCC)c2n1,i
CCN=c1scc(-c2ccc(Cl)cc2Cl)n1/N=C/c1ccc2c(c1)OCO2,i
CCOC(=O)c1[nH]c(C)c(C(=O)OCc2nnsc2Cl)c1C,i
Oc1ccc(Br)cc1/C=N/Nc1c(Cl)cc(Cl)cc1Cl,i
O=C(CSc1nnc(NC2CC2)s1)NN1C(=O)NC2(CCCCC2)C1=O,i
O=C(NCc1ccco1)c1cc(S(=O)(=O)NCc2ccco2)c[nH]1,i
C=C(C)CNC(=S)NNc1ncnc2sccc12,i
C=CCn1c(SCC(=O)NN2C(=O)NC3(CCC(C)CC3)C2=O)nnc1C1CCCCC1 (stereo not given),i
Oc1[nH]c2ccc(F)cc2c1N=Nc1c(Cl)cc(Cl)cc1Cl,i
COCCCn1c(Sc2ncnc3sc4c(c23)CCC4)nc2sc3c(c2c1=O)CCC3,i
O=C(OCc1cc(=O)n2c(n1)sc1ccccc12)c1cc(=O)c2ccccc2o1,i
Nc1ccccc1[N+](=O)[O-],i
CCN(CC)P(=Nc1cccc2ccccc12)(c1c(C)nn(-c2ccccc2)c1C)N(CC)CC,i
COC(=O)c1sc(NC(=O)COC(=O)C2CC2C)c(C(=O)OC)c1C (stereo not given),i
c1ccc(-c2nn(-c3ccccc3)c3c2Sc2ccccc2N3)cc1,i
O=[N+]([O-])c1ccc(S(=O)(=O)N2CCC3(CC2)OCCO3)cc1,i
CC1CN(C(NC(=O)c2ccco2)C(Cl)(Cl)Cl)CC(C)O1 (stereo not given),i
OC(CN1CCN(c2ccccc2)CC1)Cn1c2ccc(Br)cc2c2cc(Br)ccc21 (stereo not given),i
CC[n+]1c(C)sc2cc(SC)c(OC)cc21,i
COC(=O)C(=O)CC(=O)c1ccc(Cl)s1,i
COC(=O)c1cc(CSc2nnc(C3CC3)n2C2CC2)oc1C,i
CCCCn1c(N)c(N(CCC)C(=O)Cn2cnnn2)c(=O)[nH]c1=O,i
O=C(N=C1N=C2C=CC(I)=CN2Cc2ccccc21)c1ccc(Cl)s1,i

# Only part of the results is shown (hit frequency here may not be typical).
